Assay outcomes (PubChem)
AGP1 TOR yeast: yeast TOR pathway AGP1-GFP modulation; GFP response vs DMSO, % at 10 µM; S. cerevisiae AGP1-GFP multiplex flow cytometry, 3 h; GFP as percent of DMSO wells; hit rate 0.02% among 320,000;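 active = GFP response relative to DMSO above a set limit, near screen average plus 3 SD, cut at about 150% in these data; inconclusive = fewer than 70 cells counted for the yeast strain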;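 note: median GFP channel fluorescence of the gated AGP1 strain per well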
RPL19A TOR yeast: modulators of TOR pathway RPL19A-GFP in S. cerevisiae | S. cerevisiae RPL19A-GFP strain, flow cytometry, 3 h; stronger effect = lower value | percent response vs DMSO, % at 10 µM | hit rate 0.3% among 330,000 | AID 2025;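 active = percent response vs DMSO below 50%; inconclusive = fewer than 70 events counted for the yeast strain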;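 note: median channel GFP fluorescence of the barcoded RPL19A-GFP strain; ratio of sample median GFP to plate DMSO average so 100% = DMSO; lower means less RPL19A-GFP as with rapamycin TOR inhibition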
VLA-4 inh: inhibition in a human VLA-4 binding assay. P13612. VLA-4 expressing cells, ligand binding flow cytometry. inhibition, % (about 7 µM as worked out from the volumes in the protocol). hit rate 0.2% among 330,000. AID 2557; in the data active = inhibition above about 50%
Target sequence (P13612 whole entry, looked up): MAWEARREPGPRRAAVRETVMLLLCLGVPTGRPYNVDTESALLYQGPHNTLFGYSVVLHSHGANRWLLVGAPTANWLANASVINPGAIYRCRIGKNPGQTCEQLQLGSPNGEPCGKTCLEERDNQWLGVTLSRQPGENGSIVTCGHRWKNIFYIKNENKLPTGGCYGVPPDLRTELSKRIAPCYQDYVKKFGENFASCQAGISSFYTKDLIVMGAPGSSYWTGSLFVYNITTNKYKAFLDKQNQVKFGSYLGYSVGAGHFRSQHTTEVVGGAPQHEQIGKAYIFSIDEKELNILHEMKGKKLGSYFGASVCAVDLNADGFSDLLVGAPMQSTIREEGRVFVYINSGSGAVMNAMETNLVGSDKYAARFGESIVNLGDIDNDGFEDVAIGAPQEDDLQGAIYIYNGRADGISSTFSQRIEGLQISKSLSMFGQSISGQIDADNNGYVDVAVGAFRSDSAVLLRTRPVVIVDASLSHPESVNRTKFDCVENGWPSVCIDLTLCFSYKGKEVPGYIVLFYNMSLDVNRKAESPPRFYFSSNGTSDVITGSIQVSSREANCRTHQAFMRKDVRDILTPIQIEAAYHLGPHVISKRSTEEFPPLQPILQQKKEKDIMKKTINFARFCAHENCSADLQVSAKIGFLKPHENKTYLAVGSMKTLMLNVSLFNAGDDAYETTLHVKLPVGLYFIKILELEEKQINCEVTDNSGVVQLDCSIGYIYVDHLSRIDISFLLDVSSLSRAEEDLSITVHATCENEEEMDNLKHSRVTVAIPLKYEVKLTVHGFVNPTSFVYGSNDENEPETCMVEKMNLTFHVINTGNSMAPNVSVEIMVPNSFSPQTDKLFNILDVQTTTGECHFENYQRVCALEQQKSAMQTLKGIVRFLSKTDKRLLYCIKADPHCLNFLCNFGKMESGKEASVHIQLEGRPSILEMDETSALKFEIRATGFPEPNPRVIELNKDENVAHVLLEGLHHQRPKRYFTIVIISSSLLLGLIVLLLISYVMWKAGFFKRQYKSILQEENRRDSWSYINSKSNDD
LAP4-GFP MLPCN: yeast TOR pathway LAP4-GFP modulation; S. cerevisiae LAP4-GFP multiplex, flow cytometry GFP, 3 h; median GFP as percent of DMSO wells; GFP response vs DMSO, % at 10 µM; hit rate 0.34% among 320,000; AID 2023;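 active = GFP response vs DMSO above a set limit, about the screen mean plus 3 SD, cut at about 150% in these data; inconclusive = under 70 cell events counted for the yeast strain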
MEP2-GFP yeast: modulators of TOR pathway MEP2-GFP in S. cerevisiae. GFP response vs DMSO, % at 10 µM. S. cerevisiae MEP2-GFP strain, flow cytometry GFP, 3 h; 100% = DMSO control level. hit rate 0.51% among 330,000;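 active = GFP response versus DMSO above a set limit, roughly screen mean plus 3 SD, cut at about 180% in these data; inconclusive = fewer than 70 cells counted for a yeast strain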;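 note: median GFP fluorescence of the barcode-gated MEP2-GFP cells per well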
Yeast superoxide: caloric restriction mimetics inhibiting age-related superoxide in yeast; S. cerevisiae aged cells, superoxide DHE fluorescence; stronger effect = lower value; hit rate 0.18% among 330,000; superoxide response (% of plate mean), % at 10 µM; AID 2690;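 active = superoxide response under a set limit, about three screen SD below normal, cut at about 65% in these data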;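 note: yeast aged for seven days with compound at 30 °C before DHE staining; 100% = average MFI of all compound-treated wells on the plate with controls excluded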
GRK2 inh: blocks RNA aptamer binding to human GRK2. bead flow cytometry, FAM-aptamer displacement from GRK2. inhibition of aptamer binding, % at 10 µM. hit rate 0.59% among 330,000. AID 488847;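 active = inhibition of aptamer binding above 40%, roughly 3 SD of noise, on plates passing a quality check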;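 note: median bead fluorescence of bound FAM aptamer so fluorescent compounds give negative values; no value below 0 was filed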
CIT2-GFP yeast: modulators of TOR pathway CIT2-GFP in S. cerevisiae; hit rate 0.065% among 320,000; GFP response vs DMSO, % at 10 µM; S. cerevisiae CIT2-GFP strain, flow cytometry, 3 h; 100 means same as DMSO wells;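 active = GFP response relative to DMSO above a set limit, near the screen mean plus 3 SD, cut at about 150% in these data; inconclusive = Fewer than 70 cells measured for a yeast strain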;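 note: ratio of well median GFP fluorescence to mean of DMSO wells on the plate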
* marks the source's active call; other numbers are inactive results; u = inconclusive; x = no result given. Random draw from the library; any-hit rate near 1.7%.

SMILES	AGP1 TOR yeast	RPL19A TOR yeast	VLA-4 inh	LAP4-GFP MLPCN	MEP2-GFP yeast	Yeast superoxide	GRK2 inh	CIT2-GFP yeast
CC(=O)c1ccc(S(=O)(=O)Oc2ccc(-c3ccc(C(=O)O)cc3)cc2)cc1	102.1	106.1	9.7	100.6	106.4	95.3	0.0	97.7
CCOC(=O)C1(CC2CCCCO2)CCN(S(=O)(=O)c2cc(C)cs2)CC1 (stereo unspecified)	99.3	97.7	15.5	111.7	92.5	100.9	0.0	90.2
CCCCNC(=S)N1CCn2cccc2C1c1ccc(F)cc1 (stereo unspecified)	96.0	95.9	14.4	92.0	102.6	108.1	0.0	104.7
O=C(c1ccc(N2CCOCC2)c([N+](=O)[O-])c1)N1CCN(S(=O)(=O)c2cccs2)CC1	104.4	102.3	-6.4	97.2	103.0	111.6	0.0	101.2
O=C(C1CCCN(Cc2ccc([N+](=O)[O-])cc2)C1)N1CCCCC1 (stereo unspecified)	100.8	91.6	-4.4	x	93.2	87.7	0.0	89.9
CCOC(=O)C1CCCN(C(=O)C2CCN(C(=O)Nc3ccccc3)CC2)C1 (stereo unspecified)	109.5	101.3	-11.8	109.1	105.2	87.2	2.0	99.7
Cc1ccc2nc(SCC(=O)NCc3cccs3)[nH]c2c1	95.1	95.8	20.0	99.0	105.1	96.7	0.0	104.4
CCN(C[C@H]1N[C@@](C)(C(=O)OC)[C@H]2C(=O)N(C)C(=O)[C@@H]12)C(=O)c1ccc(F)cc1	107.7	104.2	20.3	104.2	104.6	87.7	4.0	104.1
O=[N+]([O-])c1ccc(CN2CCN(c3ccc(F)cc3)CC2)o1	99.8	105.5	0.4	97.9	109.6	93.1	0.0	106.1
COc1ccc(CC(=O)Nc2ccc(OC)c(NC(=O)c3ccco3)c2)cc1	101.4	98.0	5.1	95.1	114.3	96.1	0.0	103.2
COC(=O)C1=CN(c2cccc(C)c2)C=C(C(=O)OC)C1c1cc(OC)c(O)c([N+](=O)[O-])c1	106.8	108.2	2.0	95.1	112.6	109.7	0.0	115.5
C=CC[C@@H](CC(=O)N(CCO)Cc1ccccc1)C(=O)N[C@@H](COC(=O)[C@H](CC=C)CC(=O)OC(C)(C)C)Cc1c[nH]c2ccccc12	94.0	92.4	-4.4	105.8	88.5	84.2	2.0	84.8
Cn1nc(-c2ccccc2)cc1NC(=O)C1CCCCC1	103.6	106.1	16.5	100.6	109.7	109.8	5.0	100.8
NC(=O)NOCc1ccccc1F	x	91.2	11.3	98.7	96.5	88.2	2.0	92.1
CCn1c(SCC(=O)N2CCOCC2)nc(O)cc1=O	106.7	103.0	6.1	104.6	104.0	89.9	0.0	107.3
N#Cc1ccc(-c2ccc(F)cc2)nc1Sc1ccc(F)cc1	98.1	94.1	11.5	100.7	92.4	120.4	0.0	87.7
CN1CCN(c2nc3c(c(=O)n(C)c(=O)n3C)n2Cc2ccccc2F)CC1	92.2	101.3	-0.7	89.7	100.7	94.4	0.0	96.2
Cc1nc(Nc2ccccc2)sc1C(=O)c1ccc(F)cc1	78.3	87.8	9.2	129.2	89.2	95.1	3.0	93.2
O=[N+]([O-])c1ccccc1/C=N/n1c(-c2ccccc2)n[nH]c1=S	95.1	96.5	21.8	97.1	99.0	108.9	0.0	97.0
O=S(=O)(c1cc(Cl)ccc1Cl)N1CCN(c2ccccn2)CC1	104.2	98.8	5.4	101.5	119.7	102.8	1.0	107.4
CCS(=O)(=O)N1CCN(c2ccccn2)CC1	105.6	98.7	13.8	98.4	103.8	96.8	1.0	103.7
CCOC(=O)CSc1nc(N2CCOCC2)c2c(c1C#N)CC(C(C)C)OC2 (stereo unspecified)	102.3	101.0	6.4	103.2	100.2	94.4	3.0	103.6
CCOC(=O)C(=O)Nc1nc(-c2ccc3c(c2)CCN3C(=O)C2CC2)c(C)s1	95.8	100.7	-10.1	92.4	101.8	109.1	3.0	97.3
Cc1cc([N+](=O)[O-])nn1CC(=O)N/N=C/c1ccc(O)cc1O	105.0	95.4	-2.4	87.4	94.6	95.8	0.0	93.0
Cc1csc(NC(=O)C2CCCN(S(=O)(=O)c3ccc4c(c3)oc(=O)n4C)C2)n1 (stereo unspecified)	107.1	104.8	24.6	102.8	114.1	111.7	1.0	97.7
Remaining list, next part:
SMILES	AGP1 TOR yeast	RPL19A TOR yeast	VLA-4 inh	LAP4-GFP MLPCN	MEP2-GFP yeast	Yeast superoxide	GRK2 inh	CIT2-GFP yeast
Fc1ccc(/C=N/n2c(COc3ccccc3)n[nH]c2=S)cc1	92.8	86.7	1.8	105.8	86.5	91.1	3.0	96.7
CCOC(=O)c1c(C)n(CCNC(C)=O)c2ccc(O)cc12	104.1	101.0	19.2	93.8	102.6	98.7	2.0	100.2
CCOc1ccccc1NC(=O)Nc1ccccn1	96.4	96.1	5.3	93.5	101.2	98.7	0.0	86.9
CN(C)CC(C)(C)CNC(=O)CC1C(=O)NCCN1Cc1ccc(-c2ccccc2)cc1 (stereo unspecified)	103.8	95.0	-5.7	102.9	95.6	99.5	0.0	100.4
CCCC(=O)Nc1ccc2c(c1)nc(CN1CCCC1)n2C	99.5	x	20.9	100.1	103.6	100.8	0.0	98.3
COc1cccc(-c2nc(NCc3ccco3)c3ccccc3n2)c1O	107.0	105.3	28.0	90.2	100.5	113.1	0.0	x
CCCc1cc(=O)[nH]c(SCC(=O)N(C)CC(=O)Nc2ccc(C)cc2)n1	100.8	103.5	-6.1	96.1	96.2	101.4	0.0	101.7
CCN(Cc1ccncc1)C(=O)CCc1nnc(CCC2CCCCC2)o1	96.9	100.1	24.3	93.7	103.3	78.6	1.0	102.2
COc1ccccc1-n1cnc2cc(C(=O)NC3CCCC3)ccc21	97.3	92.7	-0.5	97.7	97.8	93.6	1.0	96.2
CCCn1c(=O)c2c(nc(Br)n2CCC)n(C)c1=O	97.0	99.7	2.3	89.4	104.6	99.5	0.0	93.3
Cc1ccnc(N2CCN(c3cc(C)c(C#N)c4nc5ccccc5n34)CC2)c1	101.3	99.0	-9.8	110.4	94.4	102.3	4.0	96.6
CCCc1nnc2n1N=C(c1ccc([N+](=O)[O-])cc1)CS2	115.7	103.3	12.9	119.5	98.4	91.1	2.0	106.1
Cc1ccccc1NS(=O)(=O)c1ccc(C)c(NS(C)(=O)=O)c1C	90.9	92.6	20.5	93.3	97.9	108.9	0.0	88.7
CCOc1cccc(-c2nn(-c3ccccc3)cc2/C=C(/C#N)C(=O)NCCCn2ccnc2)c1	105.1	102.7	-11.3	100.3	101.4	109.5	1.0	104.5
CCC(C)NC(=O)COc1ccc(S(=O)(=O)N2CCOCC2)cc1 (stereo unspecified)	93.5	95.9	10.8	96.9	98.3	89.8	5.0	102.2
NS(=O)(=O)c1ccc(CNC(=O)c2ccccc2SCC(=O)N2CCCC2)cc1	102.1	101.9	7.6	107.8	119.0	143.7	0.0	99.9
Cc1cc(C(=O)CSc2ncccn2)c(C)n1Cc1ccco1	98.6	92.0	0.8	98.3	99.5	107.1	1.0	97.5
COc1ccc(CC2C(=O)OC(C)(C)OC2=O)cc1	108.2	102.8	6.7	103.6	106.7	100.7	1.0	103.6
C=CCn1nnc2sc3c(c2c1=O)CCC(C)C3 (stereo unspecified)	u	88.1	2.5	117.7	u	102.4	0.0	u
O=Nc1c(O)[nH]c2ccc(Cl)cc12	104.2	103.0	0.0	96.9	106.3	98.0	1.0	104.6
COc1ccc(OC(=O)COc2ccccc2C)cc1	102.3	96.9	3.0	109.3	88.0	104.4	0.0	92.0
CN(CCOc1ccccc1)CC(O)COc1ccccc1 (stereo unspecified)	97.7	108.5	-4.6	90.5	103.5	71.6	0.0	99.7
CCN(CC(=O)NC(C)C)C(=O)c1ccc(S(=O)(=O)N(C)c2ccccc2OC)cc1	106.0	103.7	-8.5	98.6	98.7	91.1	1.0	102.9
CCCCN(C(=O)c1cc(-c2ccco2)nc2ccccc12)c1c(N)n(CCC)c(=O)[nH]c1=O	102.9	90.8	-1.5	109.9	106.6	156.8	13.0	96.2
CCOC(=O)c1ccc(NC(=O)NC2CCN(CC(=O)NCc3ccc4c(c3)OCO4)CC2)cc1	101.6	98.7	12.6	97.6	98.4	90.0	0.0	92.2

One compound at a time, from the list above.
Listed for CCOC(=O)c1ccc(NC(=O)NC2CCN(CC(=O)NCc3ccc4c(c3)OCO4)CC2)cc1 = AGP1 TOR yeast = 101.6; RPL19A TOR yeast = 98.7; VLA-4 inh = 12.6; LAP4-GFP MLPCN = 97.6; MEP2-GFP yeast = 98.4; Yeast superoxide = 90.0; GRK2 inh = 0.0; CIT2-GFP yeast = 92.2
Listed for COc1ccc(CC2C(=O)OC(C)(C)OC2=O)cc1 = AGP1 TOR yeast = 108.2; RPL19A TOR yeast = 102.8; VLA-4 inh = 6.7; LAP4-GFP MLPCN = 103.6; MEP2-GFP yeast = 106.7; Yeast superoxide = 100.7; GRK2 inh = 1.0; CIT2-GFP yeast = 103.6

Further records.
SMILES	AGP1 TOR yeast	RPL19A TOR yeast	VLA-4 inh	LAP4-GFP MLPCN	MEP2-GFP yeast	Yeast superoxide	GRK2 inh	CIT2-GFP yeast
COc1cc(OC)nc(N/N=C(\c2ccccc2)c2ccncc2)n1	97.1	96.7	-6.4	102.2	111.5	93.2	3.0	100.4
O=C(O)CCC(=O)N1CCN(S(=O)(=O)c2ccc3ccccc3c2)CC1	94.6	101.2	2.1	98.1	106.4	102.2	0.0	94.4
O=C(Nc1ccc(F)c(Cl)c1)c1nsc(Cl)c1Cl	104.2	98.1	1.4	114.7	103.5	97.2	4.0	96.3
CN(C)C(CNC(=O)c1cc(S(=O)(=O)N(C)c2ccccc2)ccc1Cl)c1ccccc1 (stereo unspecified)	100.1	97.9	4.4	98.1	98.7	111.1	0.0	87.2
COC(=O)c1cccc(-n2c(=O)n(Cc3ccccc3)c(=O)c3[nH]cnc32)c1C	97.9	101.5	-11.8	96.3	106.6	98.1	3.0	96.2
Cc1cccc(-c2nc(C#N)c(N3CCCCCC3)o2)c1	98.8	101.3	24.7	113.8	104.5	114.8	2.0	99.2
COc1ccc(C(=O)COC(=O)c2ccc(N(C)C)cc2)cc1	100.3	95.9	-3.2	105.6	94.9	91.5	0.0	99.9
CC(=O)C1=C(O)C(=O)N(c2ccc(O)cc2)C1c1ccccc1Cl (stereo unspecified)	109.2	108.6	1.9	84.6	101.6	97.2	0.0	117.2
Cn1c(SCc2ccc([N+](=O)[O-])cc2)nnc1-c1ccncc1	104.3	105.3	-2.3	96.1	102.7	108.5	0.0	100.9
Cc1cnc(C(=O)OCC(=O)N(C)CC(=O)Nc2ccccc2Cl)cn1	101.7	98.1	-1.0	102.1	93.2	96.5	5.0	95.6
CN(C)CCCNc1ncnc2oc(-c3ccccc3)c(-c3ccccc3)c12	106.3	103.4	16.7	92.5	99.7	96.9	0.0	102.2
COc1cc2c(cc1OC)C1=NC(=O)CN1C(SCc1ccccc1)=N2	99.6	98.2	-3.7	97.0	103.9	79.2	0.0	105.7
CCc1ccc(/C=C2/C(=O)NC(=O)N2C(C)=O)cc1	95.3	105.2	9.0	88.5	104.2	106.4	3.0	102.9
N#Cc1cccc(NC(=O)CCC2CCCC2)c1	95.7	101.8	-7.2	99.9	111.9	99.9	3.0	100.8
CCc1noc(C)c1C(=O)OCC(=O)NCc1ccccc1OC	101.8	95.0	15.6	111.9	94.9	89.2	0.0	88.9
Cn1cc(Cl)c(C(=O)NNC(=S)Nc2cccc(Cl)c2)n1	98.1	104.7	4.0	87.6	105.2	102.3	1.0	103.6
O=C(NNC(=S)Nc1ccc(Cl)c(Cl)c1)c1cccc([N+](=O)[O-])c1	104.2	98.4	2.0	113.1	94.9	113.2	1.0	97.1
Cc1ccc(NC(=O)Cn2nnc(C(=O)Nc3ccc(C)c(C)c3)c2N)cc1	103.9	99.7	16.4	109.4	99.0	113.2	0.0	95.9
